Bioassay records deposited in PubChem BioAssay by The Scripps Research Institute Molecular Screening Center.
CHO parental Ca – counter-screen: ATP calcium response change in parental CHO cells | parental CHO-K1, ATP-induced calcium, Fluo-8 fluorescence | inhibition, % at 5.6 µM | 330,000 tested, 0.63% active | AID 463079;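 active means inhibition above that plate's mean sample inhibition plus 3 SD, cut at about 26% in these data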;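 further: 0% = ATP-challenged DMSO wells and 100% = DMSO wells without ATP; some compounds past the cut are filed as inactive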
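Material – parental CHO cells · Reagent – ATP stimulus · Compound – single nominal dose of 5.6 µM per compound · Detection – Fluo-8 fluorescence · Read-out basis – percent inhibition of calcium signal · Controls – ATP-challenged DMSO wells low, unchallenged DMSO wells high · Repeats – no replicates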
CHO-K1 Ca ag – nonselective activator or artifact in parental CHO-K1 cells; Fluo-8 calcium fluorescence; scaled to maximal ATP response, vehicle zero; activation, % at 3 µM; 360,000 tested, 0.48% active; in the data active means activation above about 15%;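 further: untransfected CHO-K1 host cells lacking M1 receptor as counterscreen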
M1 PAM parental – M1 PAM counterscreen hit in parental CHO-K1 cells | ATP EC20, Fluo-8 calcium fluorescence; 0% at ATP EC20, 100% at ATP max | activation, % at 3 µM | 360,000 tested, 0.02% active | AID 602247;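 active means activation above the run cutoff, the mean activation of all test compounds plus 3 SD, cut at about 40% in these data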;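 further: peak over basal fluorescence ratio in a 140 s read after ATP addition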
GPR7 antagonist – antagonists of human GPR7 (neuropeptides B/W receptor 1); GPR7-expressing cells, fluorescence antagonist assay; inhibition, % at 4.4 µM; AID 1861; P48145; 290,000 tested, 1.1% active; in the data active means inhibition above about 16%, passing the limit was not always enough;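 further: cells stimulated with the agonist NPW; 0% = agonist with vehicle and 100% = vehicle without agonist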
Target sequence (P48145 whole entry, looked up): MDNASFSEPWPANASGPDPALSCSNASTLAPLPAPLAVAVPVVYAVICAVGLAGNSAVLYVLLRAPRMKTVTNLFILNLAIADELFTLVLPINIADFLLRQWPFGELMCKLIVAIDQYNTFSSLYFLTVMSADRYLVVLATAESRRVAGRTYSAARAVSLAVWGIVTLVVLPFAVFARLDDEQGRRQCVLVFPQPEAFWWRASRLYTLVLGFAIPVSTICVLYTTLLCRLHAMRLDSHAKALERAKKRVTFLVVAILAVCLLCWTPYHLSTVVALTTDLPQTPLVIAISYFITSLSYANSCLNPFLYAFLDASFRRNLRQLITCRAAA
OXTR potentiator – human OXTR potentiation | P30559 | CHO-OTR cells, Fluo-8 calcium fluorescence, potentiator mode; 0% = oxytocin EC15, 100% = EC100 | activation, % at 3 µM | 320,000 tested, 0.061% active;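 active means activation above that plate's cutoff, the mean activation of tested compounds plus 3 SD, cut at about 6.6% in these data, passing the limit was not always enough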;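 further: 100% uses oxytocin at 75 nM as the full agonist control; some results filed as inactive read as strong as hits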
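Assay system: CHO cell line stably expressing human OTR. Reagent: EC15 oxytocin agonist. Dosing: single dose, 3.0 µM nominal final compound concentration. Timing: compound 6 min at room temperature before oxytocin, 100 s read. Signal: kinetic Fluo-8 calcium fluorescence. Controls: oxytocin EC15 low and EC100 high.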
V1aR counter – V1a receptor agonism, counter-screen for OXTR agonists | P37288 | activation, % at 3 µM | CHO-V1R cells, Fluo-8 calcium fluorescence, agonist mode; 0% DMSO, 100% 3 nM vasopressin | 320,000 tested, 0.25% active;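 active means activation above the mean activation of all tested compounds plus 3 SD, per screening run, cut at about 20% in these data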;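 further: signal is peak over basal fluorescence ratio across a 100 second FLIPR read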
Target sequence (P37288 whole entry, looked up): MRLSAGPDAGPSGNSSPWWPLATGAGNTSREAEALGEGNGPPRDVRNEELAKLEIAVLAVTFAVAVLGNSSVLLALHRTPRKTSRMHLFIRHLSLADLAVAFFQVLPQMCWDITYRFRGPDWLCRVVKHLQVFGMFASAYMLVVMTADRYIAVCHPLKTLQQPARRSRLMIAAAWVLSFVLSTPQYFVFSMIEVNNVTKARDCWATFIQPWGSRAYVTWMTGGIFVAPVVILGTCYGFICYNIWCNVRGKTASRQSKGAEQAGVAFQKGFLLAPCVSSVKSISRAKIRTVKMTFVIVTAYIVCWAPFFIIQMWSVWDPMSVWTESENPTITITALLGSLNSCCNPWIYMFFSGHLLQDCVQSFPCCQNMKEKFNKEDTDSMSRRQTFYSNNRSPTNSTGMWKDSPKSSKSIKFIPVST
TAAR1 antag – human TAAR1 antagonism; CHO RD-HGA16 TAAR1, Fluo-8 calcium fluorescence, antagonist; inhibition, % at 3 µM; 360,000 tested, 1.5% active; AID 624466;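 active means inhibition above a per-plate cutoff, the mean inhibition of test compounds on that plate plus 3 SD, cut at about 49% in these data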;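 further: 0% = DMSO plus EC80 beta-PEA response and 100% = DMSO alone without agonist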
Target sequence (Q96RJ0 whole entry, looked up): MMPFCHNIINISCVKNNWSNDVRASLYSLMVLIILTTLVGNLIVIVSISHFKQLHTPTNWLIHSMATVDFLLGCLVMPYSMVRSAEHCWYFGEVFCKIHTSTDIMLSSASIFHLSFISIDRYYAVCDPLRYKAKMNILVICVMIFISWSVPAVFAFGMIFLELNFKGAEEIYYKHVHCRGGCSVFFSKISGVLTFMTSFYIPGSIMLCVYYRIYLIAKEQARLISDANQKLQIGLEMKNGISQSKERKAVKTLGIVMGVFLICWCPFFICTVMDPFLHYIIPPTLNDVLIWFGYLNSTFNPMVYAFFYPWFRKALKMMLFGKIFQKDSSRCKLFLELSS
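Test system: hTAAR1-expressing CHO RD-HGA16 cells, Gα16-coupled; Probe or stimulus: EC80 β-phenethylamine stimulus; Compound dosing: single nominal final test compound concentration of 3 µM; Timing: 140 s kinetic read after compound, 140 s after agonist; Signal: Fluo-8 calcium-sensitive fluorescence; Measure: % inhibition of agonist calcium response; Controls: DMSO and EC80 PEA controls.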
CHO-K1 Ca antag – M1 antagonist counterscreen hit in parental CHO-K1 cells; 360,000 tested, 0.6% active; ATP-induced calcium, Fluo-8 fluorescence; inhibition, % at 3 µM;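 active means inhibition above a per-plate cutoff, the plate's mean sample inhibition plus 3 SD, cut at about 24% in these data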;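 further: 0% = DMSO plus EC80 ATP and 100% = DMSO alone without ATP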
OXTR agonist – activates the human oxytocin receptor. P30559. CHO-OTR cells, Fluo-8 calcium fluorescence; normalized: DMSO 0%, oxytocin 100%. activation, % at 3 µM. 320,000 tested, 0.32% active. AID 2435;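 active means activation above the mean of all tested compounds plus 3 SD, cutoff set per screening run, cut at about 20% in these data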;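 further: peak over basal fluorescence ratio from a 100 s FLIPR kinetic read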
Numbers without * were called inactive; nt = not tested or not shown.

SMILES	CHO parental Ca	CHO-K1 Ca ag	M1 PAM parental	GPR7 antagonist	OXTR potentiator	V1aR counter	TAAR1 antag	CHO-K1 Ca antag	OXTR agonist
O=C(NCCCn1ccnc1)c1cccnc1	3	0.3	11	-9	-2	1.0	-3	-11	0.5
COc1ccc(OC)c(CCNC(=O)CCCc2nnc3n(C)c(=O)c4sccc4n23)c1	-8	0.4	9	4	0	-0.3	10	1	-0.4
COc1cccc(C(=O)c2ccncc2C(=O)O)c1OC	nt	0.5	11	nt	nt	nt	-15	-7	nt
CSc1nc(-c2ccccc2)nc(NC(C)=O)c1C(C)=O	-10	0.1	9	-6	1	-0.4	7	-11	-0.7
Cn1cc(S(=O)(=O)N2CCN(c3ccccc3)CC2)c(=O)n(C)c1=O	6	2.2	26	6	-5	-0.1	-7	-10	-1.1
O=C(Nc1ccc2c(c1)C(=O)NC2=O)c1ccc2ncsc2c1	0	1.4	20	-7	-7	1.1	-11	-7	-0.3
O=C(Nc1ccnn1C1CCN(C(=O)c2ccccc2C(F)(F)F)CC1)C1CC1	-9	0.4	-16	-3	-1	0.2	-17	-10	-0.7
CCOC(=O)C1=NN(c2ccccc2)C2C(=O)N(c3ccccc3OC)C(=O)C12 (stereo unspecified)	-19	0.4	12	-9	-2	-0.4	-14	-1	-1.1
C[C@@H]1CN([C@H](C)CO)C(=O)CCCn2nncc2CO[C@@H]1CN(C)S(=O)(=O)c1ccc(-n2cccn2)cc1	nt	0.1	11	nt	nt	nt	-4	4	nt
CC(=O)Nc1cccc(-c2ccnc3c2CC(C(=O)NCc2ccncc2)O3)c1 (stereo unspecified)	nt	0.5	11	nt	nt	nt	-16	0	nt
CCOC(=O)C(CSCC(=O)c1ccc(Cl)cc1)NC(=O)OC(C)(C)C (stereo unspecified)	6	4.6	13	-10	-19	4.1	21	-15	3.0
O=C(Nc1cccnc1)c1cc(-c2cccs2)on1	-1	0.5	-16	7	4	0.7	10	1	1.1
CC(C)c1nc(=S)c2ccccc2[nH]1	-6	0.3	15	-16	-12	-0.5	-20	-18	-1.7
COc1ccc(-n2c(SCC(=O)NCc3cccs3)nnc2-c2ccoc2C)cc1	-20	0.2	-6	-10	-2	-1.6	-18	10	-1.2
CCOC(=O)N1CCN(C(=O)CCn2c(=S)[nH]c3cc(OCC)c(OCC)cc3c2=O)CC1	-4	nt	nt	1	0	0.5	nt	nt	0.0

As a short view, some entries already given:
SMILES	CHO parental Ca	CHO-K1 Ca ag	M1 PAM parental	GPR7 antagonist	OXTR potentiator	V1aR counter	TAAR1 antag	CHO-K1 Ca antag	OXTR agonist
CC(C)c1nc(=S)c2ccccc2[nH]1	-6	0.3	15	-16	-12	-0.5	-20	-18	-1.7
COc1ccc(-n2c(SCC(=O)NCc3cccs3)nnc2-c2ccoc2C)cc1	-20	0.2	-6	-10	-2	-1.6	-18	10	-1.2
CCOC(=O)N1CCN(C(=O)CCn2c(=S)[nH]c3cc(OCC)c(OCC)cc3c2=O)CC1	-4	nt	nt	1	0	0.5	nt	nt	0.0

Following part
SMILES	CHO parental Ca	CHO-K1 Ca ag	M1 PAM parental	GPR7 antagonist	OXTR potentiator	V1aR counter	TAAR1 antag	CHO-K1 Ca antag	OXTR agonist
O=C1/C(=C/c2ccc(O)cc2)SC(=S)N1Cc1cccnc1	3	0.6	-1	-6	-5	1.2	-3	2	4.1
COc1ccc(C(c2nnnn2-c2c(C)cccc2C)N2CCN(C/C=C/c3ccccc3)CC2)cc1 (stereo unspecified)	nt	0.0	5	nt	nt	nt	5	-17	nt
Cc1ccc(C(=O)OCCc2sc[n+](Cc3ccccc3)c2C)cc1	-6	2.4	14	-2	3	0.6	5	5	-0.7
CC(C)Nc1nc(-c2ccccc2)nnc1-c1ccccc1	-13	-0.8	23	-10	-3	-1.4	-6	-12	-2.8
COc1ccc(COC(=O)CN2C(=O)NC3(CC(C)CC(C)(C)C3)C2=O)cc1F (stereo unspecified)	-24	0.3	9	nt	-2	-1.2	-41	-15	-2.1
CCOC(=O)C1=C(COC(=O)c2ccc([N+](=O)[O-])o2)NC(=O)NC1C (stereo unspecified)	-5	0.8	-17	nt	-3	0.7	2	-5	1.3
COc1ccc(CCN=C(N)C(C)c2ccccc2)cc1OC (stereo unspecified)	-8	0.6	24	-7	1	-0.5	-23	-18	1.6
CN(C(=O)c1cccc(NC(=O)Cc2ccc(NC(=O)C3CCN(S(=O)(=O)c4cccc([N+](=O)[O-])c4)CC3)cc2)c1)C1CCCC1	nt	-0.6	-1	nt	nt	nt	-3	10	nt
CCC(C)[C@H]1CN=C(N)N1CCCc1cc(OC)c(OC)c(OC)c1 (stereo partly specified)	-8	-0.4	-4	nt	-5	1.1	11	7	-0.6
O=C(CCC(=O)OCC(=O)c1ccc(-c2ccccc2)cc1)Nc1cccc(Cl)c1	-1	0.4	12	0	-3	0.3	4	1	0.3
O=C(CN1CCCCCC1)Nc1ccccc1F	-16	2.2	-4	6	-16	0.2	8	4	-0.4
O=[N+]([O-])c1cccc(S(=O)(=O)N2CCCCC2)c1	-5	1.7	19	-6	-5	0.7	2	-8	0.1
CCOC(=O)N1CCN(c2nc3ccccc3n3cnnc23)CC1	-16	0.5	1	-10	-2	-0.3	-36	-2	1.8
CSCCC(NC(=O)c1ccccc1Br)C(=O)NNC(=O)c1ccncc1 (stereo unspecified)	-10	0.1	6	nt	3	0.4	-4	-14	0.4
COc1ccccc1-n1c(=O)oc2ccc(Cl)cc2c1=O	-11	19*	8	28*	-20	12	11	-7	12
Cc1ccc(OCCC(=O)Nc2ccc(S(=O)(=O)N3CCCC3)cc2)cc1	-13	2.4	3	nt	-1	1.5	-5	-15	1.4
COc1ccccc1NC(=O)CC1C(=O)NCCN1C(=O)Nc1ccc(Cl)c(Cl)c1 (stereo unspecified)	11	1.5	24	22	-24	6.6	25	-9	16
C/C(=N\NC(=S)NCc1ccccc1)c1ccc(C#N)cc1	-15	0.8	13	-7	-9	-0.1	12	-10	-1.2
CN(CC(=O)Nc1ccc(F)cc1)C(=O)COC(=O)/C=C/c1cccs1	-12	0.8	-25	nt	-5	0.8	-13	11	0.8
COc1cc(C)ccc1OCCCOc1c(Cl)cccc1Cl	-18	0.5	16	-7	-9	0.5	1	0	-1.8
CCOC(=O)Cc1cc(=O)[nH]c(Nc2nc3ccccc3o2)n1	-10	1.3	16	-11	2	0.6	22	-11	-0.2
CCCCN(CC(=O)NC1CCCC1)C(=O)C(=O)Nc1ccc2c(c1)OCCO2	-1	0.9	18	-1	-2	0.8	-4	-7	1.3
CN1CCCC1=Nc1c2c(nc3ccccc13)N(C)CC2	-5	0.3	14	-9	-6	1.2	6	-6	0.1
O=C(COC(=O)Cc1cccc(C(F)(F)F)c1)Nc1ccc2[nH]c(=O)[nH]c2c1	2	-0.3	6	nt	0	0.9	12	16	0.8
C[C@H](CO)N1C[C@H](C)[C@@H](CN(C)Cc2ccncc2)Oc2c(NS(=O)(=O)c3cn(C)cn3)cccc2C1=O	-7	0.0	-12	nt	-7	-0.7	-2	-11	0.2
COc1ccc(CCNCC(=O)N2C(C)CCCC2C)cc1OC (stereo unspecified)	-14	-0.2	8	-23	2	0.8	11	-3	0.9
COc1c2occc2c(OC)c2c(=O)cc(C)oc12	2	0.1	-2	-15	-1	-0.4	0	3	-1.2
Cn1c(S(=O)(=O)Cc2ccc(Cl)cc2)nc2ccccc21	-8	0.7	16	-10	-10	-1.1	-6	-7	-1.0
O=S(=O)(Nc1nc2c(s1)CCCC2)c1ccc(F)cc1	-13	1.3	-3	-2	-8	0.4	-13	4	0.6
COc1ccc(C(=O)Nc2ccc(NC(=O)C3CC3)cn2)cc1	-11	1.4	9	-3	4	1.3	-2	1	1.7
CCOC(=O)C1=C(C)Nc2ncnn2C1c1cc(Br)ccc1F (stereo unspecified)	-11	0.4	-7	4	-18	-1.3	17	13	-2.5
CCCCCC(=O)N1C[C@H](n2cc(COC(=O)c3ccccc3)nn2)[C@@H](O)C[C@@H]1c1ccc(Cl)cc1	nt	1.3	18	nt	nt	nt	20	-12	nt
Cc1cc(NS(=O)(=O)c2ccc(NC(=O)C(C(C)C)N3C(=O)c4ccccc4C3=O)cc2)nc(C)n1 (stereo unspecified)	0	-0.5	-4	-4	-7	0.6	-6	5	0.4
Fc1ccccc1COc1ccc(/C=N/NC(=S)NCc2ccccc2)cc1	-30	0.5	14	-10	-3	0.1	2	-8	-0.5
CCOc1ccc(C(=S)NC2CCCCC2)cc1OC	2	0.5	14	-1	-6	-1.1	2	-18	-1.4
COc1ccc(CCNC(=O)C2CCN(S(=O)(=O)c3ccc(C)cc3)CC2)cc1	-13	0.4	15	-4	-15	-0.8	-41	-9	-1.3
O=C(NCC1(N2CCCCC2)CCCCC1)c1cccc(S(=O)(=O)Nc2ccc(F)cc2)c1	-25	0.9	5	nt	-5	1.9	6	-11	4.6
Cc1ccc(S(=O)(=O)N(CC(=O)N2CCOCC2)CC(=O)N2CCOCC2)cc1	-3	0.6	17	-9	-16	-0.9	-7	-5	-0.2
CC(=O)O[C@@H]1[C@@H](O)[C@@H](O)[C@H](Oc2c(-c3ccc(O)cc3)oc3c(CC=C(C)C)c(O)cc(O)c3c2=O)O[C@H]1C	4	nt	nt	nt	-8	0.4	nt	nt	-0.7
O=C(C1CCN(S(=O)(=O)c2cccc3nsnc23)CC1)N1CC=C(c2ccccc2)CC1	-8	3.8	-8	3	-10	6.5	56*	9	5.5
Cc1ccc(-n2c(N)cc(=O)nc2SCC(=O)N2CCN(c3ccccc3)CC2)cc1	1	1.3	5	-10	-4	4.4	-12	-5	-0.6
O=C1c2cccc3cc([N+](=O)[O-])cc(c23)C(=O)N1/N=C/c1ccc(O)cc1O	-3	0.8	3	-7	0	-0.3	-2	-3	1.2
O=C(COc1ccccc1F)OCC(=O)N1CCc2ccccc21	nt	-0.4	5	nt	nt	nt	4	5	nt
COc1ccc(Cl)cc1-c1cc(C(=O)Nc2ccc(C(C)(C)C)cc2)[nH]n1	nt	0.0	-16	nt	nt	nt	23	-2	nt
Cn1cnc2cc(NC(=O)c3ccc(Cl)cc3)ccc21	-5	0.0	8	-4	1	1.0	22	-3	0.9
CCOc1ccc(Nc2nc(NCC3CCCO3)c3ccccc3n2)cc1 (stereo unspecified)	0	2.5	19	9	-26	8.9	8	7	20*
COc1cccc(CN(C)C(=O)c2ccc(S(=O)(=O)Nc3ccccc3C)cc2)c1OC	nt	4.4	11	nt	nt	nt	10	5	nt
CCOCCCNC(=O)c1ccc2c(c1)ncn2-c1cccc(C)c1	-4	0.8	1	5	-2	0.3	0	-5	-0.4
